Screening data (PubChem)
GPR55 activation = selective activators of receptor GPR55 – imaging, U2OS cells, beta-arrestin-GFP redistribution, primary screen (AID 1961). U2OS GPR55 beta-arrestin-GFP redistribution imaging; higher % means a stronger effect. activation, % at 10 µM, or EC50 in µM where a hit was titrated. actives 0.048% (n = 290,000);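 active means activation above 40% with more than 50 cells counted in the well; inconclusive means wells holding fewer than 50 cells, flagged as toxic or sparse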;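 further: U2OS osteosarcoma cells stably expressing GPR55 and beta-arrestin-GFP; plate controls were DMSO negative control for no effect and LPI positive control for full effect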
KOR beta-arrestin-1 = KOR antagonists, beta-arrestin recruitment, cell-based, luminescence, uHTS (AID 1778); KOR beta-arrestin recruitment, luminescence, antagonist mode; higher % means a stronger effect; inhibition, % at 10 µM, or IC50 in µM where a hit was titrated; actives 0.091% (n = 290,000); further: strong numbers were not always called active
Myeloid diff 2 = compounds promoting myeloid differentiation. actives 1% (n = 360,000). AID 624256. calls only at 10 µM. ER-HoxA9 myeloid progenitors, lysozyme-GFP differentiation, flow cytometry;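 active means normalized GFP-positive differentiation at or above the plate's own cutoff, the solvent-only control mean plus 3 SD; inconclusive means no clear call, values can overlap the other calls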;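 further: cells exposed to compound for four days before flow analysis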
HIV fusion peptide = cell-free HIV fusion peptide-binding blockers – biochemical, uHTS, fluorescence dequenching, primary screen (AID 1986); cell-free peptide binding, fluorescence dequenching, 30 min; higher % means a stronger effect; inhibition, % at 20 µM, or IC50 in µM where a hit was titrated; actives 0.3% (n = 290,000); in the data active means inhibition mostly above about 52%, no sharp cut-off; inactive means mostly below about 76%; further: some results filed as inactive read as strong as hits
HEK293 NOD2/NF-kB = inhibition of NOD2-driven NF-kB reporter – cell-based, luminescence, uHTS, HEK293 (AID 1566). HEK293 NOD2/NF-kB luciferase reporter, luminescence; higher % means a stronger effect. inhibition, % at 4 µM, or EC50 in µM where a hit was titrated. actives 0.63% (n = 290,000); further: many of its hits are not listed in these tables
GPR35 antagonists = inhibition of zaprinast-stimulated GPR35 beta-arrestin translocation – imaging, U2OS, beta-arrestin-GFP, zaprinast agonist, primary screen (AID 2058); U2OS GPR35 beta-arrestin-GFP translocation imaging, zaprinast antagonism; higher % means a stronger effect; actives 0.052% (n = 290,000); inhibition, % at 10 µM, or IC50 in µM where a hit was titrated;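 active means inhibition of at least 50% with at least 30 cells and total cytoplasm GFP at most 10,000,000; inconclusive means under 30 cells or total GFP of 10,000,000 plus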
NOD1 inhibition = inhibition of NOD1-driven NF-kB reporter – cell-based, luminescence, uHTS, primary screen (AID 1578). NOD1-driven NF-kB luciferase reporter cells, luminescence; higher % means a stronger effect. inhibition, % at 4 µM; hits with a dose series show EC50 in µM. actives 1% (n = 290,000); in the data active means inhibition mostly above about 36%, no sharp cut-off; inactive means mostly below about 34%;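 further: HEK-293T reporter cells stimulated with the NOD1 agonist gamma-tri-DAP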
GPR55 LPI antagonism = GPR55 antagonists blocking LPI-driven arrestin recruitment, primary screen, imaging, U2OS, beta-arrestin-GFP, LPI agonist (AID 2013). U2OS GPR55 beta-arrestin-GFP translocation imaging, LPI antagonism; higher % means a stronger effect. actives 0.13% (n = 290,000). inhibition, % at 10 µM, or IC50 in µM where a hit was titrated;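 active means spots per cell inhibited over 60%, with over 100 cells counted and total cytoplasm intensity under 500,000; inconclusive means wells with under 100 cells, flagged as likely toxic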;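 further: U2OS cells stably carrying GPR55 and arrestin-GFP stimulated by 5 µM LPI near EC80; imaged beta-arrestin-GFP aggregate spots per cell after agonist stimulation; plate controls were LPI-stimulated DMSO wells for no effect and DMSO wells without LPI for full effect; some results filed as inactive read as strong as hits; confirmed hits need IC50 under 10 µM and bright autofluorescent wells are also inconclusive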
KOR beta-arrestin-2 = kappa opioid receptor activators – cell-based, luminescence, uHTS, primary screen (AID 1777) | actives 0.02% (n = 280,000) | activation, % at 10 µM; hits with a dose series show EC50 in µM | KOR beta-arrestin recruitment, luminescence; higher % means a stronger effect; in the data active means activation above about 50%, passing the limit was not always enough; further: a part of the inactive calls stands beside numbers as strong as those of hits
Myeloid diff 2 GFP+ MAC1+ % = recorded beside Myeloid diff 2, whose call it bears; GFP+ MAC1+ double positive, %; measured here: differentiation confirmed by MAC1 staining
An asterisk follows results filed as active; i = inactive; ? = inconclusive; . = no result given; [ ] = dose if it differs, or a comment. Unless noted, no stated cut-off is given here; in the data, active means inhibition above about 50%; inactive means the rest.

SMILES	GPR55 activation	KOR beta-arrestin-1	Myeloid diff 2	Myeloid diff 2 GFP+ MAC1+ %	HIV fusion peptide	HEK293 NOD2/NF-kB	GPR35 antagonists	NOD1 inhibition	GPR55 LPI antagonism	KOR beta-arrestin-2
O=C(c1ccc(Cn2cc([N+](=O)[O-])cn2)o1)N1CCCC1	0.0%	0%	i	0.0	0.4%	12%	-10%	-21%	-5%	-0.5%
CC(=O)NCCn1c(SCC(=O)c2ccccc2)nc2ccccc2c1=O	-0.1%	11%	i	2.7	4.2%	10%	-4%	40%	5%	-3.2%
O=C(c1cc2cc(F)ccc2[nH]1)N1CCN(Cc2ccc3c(c2)OCO3)CC1	-0.1%	12%	i	1.1	-2.2%	12%	-10%	-6%	14%	12%
CSc1ccccc1C(=O)C1CCCN(Cc2cnn(-c3ccccc3)c2)C1 (stereo unspecified)	-0.3%	18%	i	0.7	-0.9%	0%	24%	7%	0%	1.1%
Cc1ccc(S(=O)(=O)NC2CCCC2)cc1C(N)=O	-0.1%	7%	i	1.0	0.5%	16%	-11%	-19%	0%	-1.5%
CS(=O)(=O)c1nc(-c2ccco2)cc(C(F)(F)F)n1	24%	23%	.	.	-0.8%	10%	37%	57%	2%	0.0%
CCc1ccc(C)[n+](CC(=O)c2cccs2)c1	0.5%	2%	i	1.5	-0.5%	20%	-2%	-2%	7%	-4.1%
CC(=O)Nc1cccc(/C(C)=N/Nc2nc3ccccc3s2)c1	-0.7%	-6%	i	0.9	-2.3%	-48%	-14%	-12%	1%	-1.7%
O=C(CN(Cc1ccc2c(c1)OCO2)C(=O)c1cnsn1)NC1CCCC1	-0.2%	24%	i	0.5	1.3%	-2%	2%	-17%	9%	-8.8%
CCCCS(=O)c1snnc1C (stereo unspecified)	-0.1%	-67%[20 µM]	i	0.1	0.6%	-3%	6%	-29%	11%	4.8%
Cc1cc(C)cc(-n2ncc3c2CCCC3NC(=O)c2csnn2)c1 (stereo unspecified)	-0.1%	14%	i	0.7	-0.8%	-14%	2%	-28%	8%	0.4%
O/N=C/C1=C(Cl)c2ccccc2CC1	-0.1%	-61%[20 µM]	i	0.7	0.8%	6%	16%	-21%	0%	2.1%
COC(=O)C(C)NC(=O)COc1ccc2ccccc2c1 (stereo unspecified)	0.5%	1%	i	1.3	0.0%	1%	0%	-48%	1%	-5.3%
Cc1ccc(NCc2nnc(SCC#N)o2)c(C)c1	-0.3%	4%	i	0.9	2.8%	5%	-8%	-32%	12%	-0.5%
Cc1ccc(NC(=O)Cn2cc(C(=O)C3CC3)c3ccccc32)cc1	0.7%	-6%	i	0.3	1.1%	13%	-4%	4%	5%	2.4%
COc1ccccc1NC(=O)Cc1nn(C)c(=O)c2ccccc12	-0.1%	10%	i	1.4	-0.7%	22%	-1%	7%	8%	-1.8%
Nc1ccnn1Cc1cccs1	-0.2%	-10%	i	0.7	-2.6%	13%	1%	-27%	8%	-6.7%
CC(=O)NS(=O)(=O)c1ccc(NC(=O)CN2C(=O)C3C4C=CC(C4)C3C2=O)cc1 (stereo unspecified)	-0.1%	16%	i	0.3	-1.1%	12%	12%	10%	4%	3.4%
O=C1Nc2ncccc2OC1CCCl (stereo unspecified)	0.0%	8%	i	0.2	-0.2%	2%	3%	-24%	-3%	-4.5%
CCCC(=O)Nc1ccc(N2CCN(C(=O)CCC)CC2)cc1	-0.2%	-6%	i	0.3	1.4%	5%	0%	-30%	13%	0.0%
O=C(CCl)NCCN1C(=O)S/C(=C\c2cccnc2)C1=O	-0.6%	-17%	i	0.9	-1.0%	-24%	-16%	-4%	3%	3.5%
CN(C)/C=c1\sc2c(C#N)cc(C(=O)c3ccc(Br)cc3)n2c1=O	-0.1%	12%	i	1.0	3.8%	-2%	2%	-10%	6%	0.4%
C=CCSc1ncccc1C(=O)NCc1ccccc1	-0.2%	-7%	i	2.9	9.3%	-6%	2%	-27%	3%	2.7%
COc1ccc(-n2nnnc2SCC(=O)Nc2ccc3c(c2)OCCO3)cc1OC	0.0%	15%	i	7.2	-0.2%	17%	9%	-3%	23%	-1.5%
CCn1c(SCC(=O)NC2CCCCC2)nnc1-c1ccccn1	-0.2%	18%	i	0.8	0.7%	22%	-9%	3%	-18%	0.0%
SMILES	GPR55 activation	KOR beta-arrestin-1	Myeloid diff 2	Myeloid diff 2 GFP+ MAC1+ %	HIV fusion peptide	HEK293 NOD2/NF-kB	GPR35 antagonists	NOD1 inhibition	GPR55 LPI antagonism	KOR beta-arrestin-2
Cc1ccc(CNC(=S)N2CCOCC2)cc1	-0.9%	1%	i	0.7	-0.7%	20%	-1%	-18%	-1%	-2.3%
Cn1c(=O)c2c(nc(CN3CCN(CCO)CC3)n2Cc2cccc3ccccc23)n(C)c1=O	0.2%	13%	i	1.9	-3.0%	6%	3%	-12%	-4%	.
COc1ccc(N2CCN(C(=O)CCN3C(=O)c4ccccc4S3(=O)=O)CC2)cc1	-0.2%	20%	i	0.4	-0.7%	1%	8%	-19%	21%	-1.4%
O=C(NCc1cccnc1)Nc1cccc([N+](=O)[O-])c1	0.2%	-15%	i	0.0	-1.8%	5%	-7%	-15%	-4%	4.5%
COc1ccc(C(C)=O)cc1CN1C(=O)NC2(CCCCCC2)C1=O	0.3%	-23%	i	2.6	0.0%	18%	-1%	10%	2%	-1.6%
Cc1cc(C(=O)N2CCN(c3ccccn3)CC2)no1	-0.1%	15%	i	8.4	-1.5%	-3%	0%	-13%	7%	-1.8%
CSc1nc2ccc(NC(=O)c3ccc(Cl)s3)cc2s1	-0.1%	18%	i	1.4	1.4%	-41%	-11%	-18%	39%	-1.1%
Nc1nc(-c2ccc(Br)cc2)c(S(=O)(=O)c2ccccc2)s1	-0.2%	29%	i	0.8	2.3%	-7%	5%	7%	-1%	0.2%
Cc1ccccc1N1CCN(C(=O)C2CCCCC2)CC1	0.2%	9%	i	1.5	-0.8%	-8%	-7%	-21%	-4%	3.6%
CCc1ccc(NC(=O)CCN2C(=O)c3cccnc3C2=O)cc1	-0.1%	-16%	i	0.7	-3.1%	7%	2%	14%	5%	2.6%
CCN(c1cccc(C)c1)S(=O)(=O)c1ccc2c(c1)NC(=O)CS2	-0.2%	7%	i	1.4	-2.4%	14%	10%	-4%	7%	1.6%
O=C1Nc2ccccc2Oc2cc([N+](=O)[O-])ccc21	-0.1%	6%	i	0.2	13%	18%	0%	-19%	17%	-3.4%
COc1ccc(-c2noc(CN3CCN(c4ccccc4F)CC3)n2)cc1OC	-0.1%	36%	i	0.9	-1.4%	12%	4%	-1%	2%	-6.4%
Cc1ccc(N(C(=O)CNC(=O)c2cccs2)C(C(=O)NC2CCCC2)c2ccncc2)cc1 (stereo unspecified)	-0.2%	1%	i	0.4	0.0%	-32%	-4%	-10%	0%	-5.0%
COc1ccc(S(=O)(=O)N(C)c2ccc(C(=O)Nc3ccccc3C(=O)N3CCOCC3)cc2)cc1	-0.1%	-28%	i	0.6	0.8%	-8%	-7%	-45%	6%	8.4%
O=C(Nc1cccc(C(F)(F)F)c1)c1cccnc1N1CCN(c2ccccc2)CC1	-0.1%	16%	i	2.1	2.0%	-16%	4%	15%	9%	9.1%
O=C1CN(C(=O)COC(=O)CNS(=O)(=O)c2ccccc2)c2ccccc2N1	-0.4%	-16%	i	0.3	-0.4%	13%	-4%	2%	8%	3.2%
COc1ccccc1CN1CCNC(=O)C1CC(=O)NCC1CCOCC1 (stereo unspecified)	-0.2%	16%	?	.	-0.6%	0%	9%	-12%	7%	-1.3%
COc1ccc(C(C)(C)C)cc1NC(=O)c1c(C)noc1C	-0.1%	7%	i	5.1	0.9%	9%	0%	-24%	7%	3.7%
COc1cc(C(=O)N(Cc2ccco2)Cc2cc3ccccc3[nH]c2=O)cc(OC)c1OC	-0.1%	4%	i	0.7	-7.3%	3%	-2%	-13%	7%	2.2%
O=C(CCn1c(=S)oc2ccccc21)Nc1cccc(F)c1	0.2%	-3%	i	0.2	-1.0%	1%	-2%	-24%	10%	-3.3%
Cc1cc(NC(=O)CSc2nc(=O)cc(N)n2-c2ccc(C)c(C)c2)no1	-0.1%	-4%	i	0.5	0.7%	13%	15%	-36%	18%	0.6%
COc1ccc(-c2[nH]ncc2CN(Cc2nccn2C)C(C)C)cc1F	-0.1%	-7%	.	.	-0.8%	6%	-9%	-31%	5%	-5.0%
Cc1nnsc1C(=O)N1CCCC(Nc2ccc(F)c(F)c2)C1 (stereo unspecified)	-0.1%	-9%	i	3.8	1.8%	12%	15%	1%	0%	0.8%
CCCn1c(=NC(=O)c2c(-c3c(F)cccc3Cl)noc2C)c(C(=O)OCC)cc2c(=O)n3ccccc3nc21	0.3%	-5%	.	.	1.1%	-13%	0%	27%	7%	-5.9%
SMILES	GPR55 activation	KOR beta-arrestin-1	Myeloid diff 2	Myeloid diff 2 GFP+ MAC1+ %	HIV fusion peptide	HEK293 NOD2/NF-kB	GPR35 antagonists	NOD1 inhibition	GPR55 LPI antagonism	KOR beta-arrestin-2
Cc1cc(N2CCCCCC2)nc2ccccc12	0.3%	-2%	i	1.2	-3.2%	12%	18%	11%	6%	-5.5%
COC(=O)c1sc(NC(=O)c2cc(C)on2)nc1C	-0.1%	4%	i	0.0	1.2%	2%	-4%	-22%	9%	-3.5%
Cc1cccc(-c2noc(CN(C)C(=O)c3ccoc3C)n2)c1	0.4%	-4%	.	.	1.3%	-8%	-4%	-18%	6%	0.2%
CC(C)OC(=O)c1nnc(Cc2ccc(Cl)cc2)o1	0.3%	-20%	i	2.2	1.3%	-3%	11%	-35%	-6%	2.6%
Nc1ccccc1C(=O)N1CCC(O)(c2ccc(Cl)cc2)CC1	-0.1%	3%[20 µM]	i	0.3	-1.7%	9%	-5%	-25%	-11%	0.7%
Clc1ccc2nc(-c3ccc(Br)s3)cn2c1	0.3%	-11%	i	1.8	0.3%	-204%	-6%	-6%	-2%	-4.3%
COc1ccccc1Nc1nnc(SCC(=O)c2cc(C)n(CC3CCCO3)c2C)s1 (stereo unspecified)	0.3%	12%	i	1.4	-1.0%	17%	6%	-2%	27%	-3.0%
CCN1CCc2c(sc(NC(=O)COc3ccccc3)c2C(=O)OC)C1	0.3%	-16%	i	2.3	-0.6%	18%	7%	-16%	-19%	0.6%
Cc1cc(/C=N/NC(=O)c2c(Br)cnn2C)c(C)n1-c1cccc(Br)c1	-0.2%	-2%	i	0.2	-1.1%	-7%	-9%	-60%	-6%	-1.6%

This is a subset; count on the stated rates, not on these rows.
